# Bioassay records (PubChem BioAssay)
# M1 PAM parental: M1 PAM counterscreen hit in parental CHO-K1 cells. ATP EC20, Fluo-8 calcium fluorescence; 0% at ATP EC20, 100% at ATP max. activation, % at 3 µM. 360,000 tested, 0.02% active. AID 602247;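 active means activation above the run cutoff, the mean activation of all test compounds plus 3 SD, cut at about 40% in these data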;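 further: peak over basal fluorescence ratio in a 140 s read after ATP addition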
# CHO parental Ca: counter-screen for OX1R antagonists: effect in parental CHO cells. 330,000 tested, 0.63% active. inhibition, % at 5.6 µM. parental CHO-K1, ATP-induced calcium, Fluo-8 fluorescence;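 active means inhibition above that plate's mean sample inhibition plus 3 SD, cut at about 26% in these data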;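 further: 0% = ATP-challenged DMSO wells and 100% = DMSO wells without ATP; some compounds past the cut are filed as inactive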
#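 Assay system: untransfected parental CHO cell line. Also added: ATP agonist challenge. Dosing: one dose, 5.6 µM nominal. Measured by: Fluo-8 fluorescence. Read-out: % inhibition. Benchmarks: ATP wells versus no-ATP DMSO wells. Repeats: no replicates.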
# TAAR1 antagonist: antagonists of human TAAR1; inhibition, % at 3 µM; Q96RJ0; 360,000 tested, 1.5% active; CHO RD-HGA16 TAAR1, Fluo-8 calcium fluorescence, antagonist; AID 624466;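 active means inhibition above a per-plate cutoff, the mean inhibition of test compounds on that plate plus 3 SD, cut at about 49% in these data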;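 further: 0% = DMSO plus EC80 beta-PEA response and 100% = DMSO alone without agonist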
# Target sequence (Q96RJ0 whole entry, looked up): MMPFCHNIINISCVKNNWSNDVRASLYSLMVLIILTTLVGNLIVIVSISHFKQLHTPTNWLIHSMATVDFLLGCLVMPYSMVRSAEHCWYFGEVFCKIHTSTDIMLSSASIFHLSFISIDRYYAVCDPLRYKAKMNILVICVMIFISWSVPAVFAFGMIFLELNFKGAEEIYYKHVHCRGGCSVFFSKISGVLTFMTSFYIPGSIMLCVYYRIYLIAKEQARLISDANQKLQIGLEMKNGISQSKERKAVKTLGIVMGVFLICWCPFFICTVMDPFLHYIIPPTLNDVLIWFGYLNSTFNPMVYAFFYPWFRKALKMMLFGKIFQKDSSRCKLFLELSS
#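 Material: CHO RD-HGA16 cells bearing hTAAR1; compound dosing: one-point dosing, 3 µM nominal final; schedule: dye loading 75 min at 37 °C, then 30 min room temperature; measured by: calcium fluorescence with Fluo-8; control set: vehicle and agonist controls; replication: n of 1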
# OXTR potentiate: human OXTR potentiation. P30559. 320,000 tested, 0.061% active. activation, % at 3 µM. CHO-OTR cells, Fluo-8 calcium fluorescence, potentiator mode; 0% = oxytocin EC15, 100% = EC100;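 active means activation above that plate's cutoff, the mean activation of tested compounds plus 3 SD, cut at about 6.6% in these data, passing the limit was not always enough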;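 further: 100% uses oxytocin at 75 nM as the full agonist control; some results filed as inactive read as strong as hits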
#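 Replication – single well per compound, singlicate · Assay system – CHO cell line stably expressing human OTR · Timing – 6 min pre-incubation, 100 s read · Measure – normalized max/min fluorescence ratio, % activation · Doses – 3.0 µM, one dose · Detection – Fluo-8 calcium dye fluorescence · Probe or stimulus – oxytocin near EC15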
# CHO-K1 Ca antag: nonselective inhibitor or artifact in parental CHO-K1 cells | ATP-induced calcium, Fluo-8 fluorescence | inhibition, % at 3 µM | 360,000 tested, 0.6% active | AID 602250;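 active means inhibition above a per-plate cutoff, the plate's mean sample inhibition plus 3 SD, cut at about 24% in these data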;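 further: 0% = DMSO plus EC80 ATP and 100% = DMSO alone without ATP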
# CHRM1 agonist: agonists of human M1 muscarinic receptor. P11229. CHO-K1 hM1, Fluo-8 calcium fluorescence, agonist mode; 0% DMSO, 100% acetylcholine EC100. activation, % at 3 µM. 360,000 tested, 0.33% active. AID 588814;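 active means activation above the run's mean compound activation plus 3 SD, cut at about 16% in these data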;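 further: peak over basal fluorescence ratio within a 140 s kinetic read after compound addition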
# TAAR1 ag: agonists of human TAAR1. Q96RJ0. CHO RD-HGA16 TAAR1, Fluo-8 calcium fluorescence; vehicle wells 0%, saturating PEA agonist 100%. activation, % at 3 µM. 360,000 tested, 0.99% active;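 active means activation above the mean activation of all test compounds in the run plus 3 SD, cut at about 38% in these data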
#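 Benchmarks: low control DMSO, high control PEA (EC100); System: CHO RD-HGA16 cells carrying human TAAR1 plus Gα16; Detection: Fluo-8 fluorescence, 5 s baseline then 140 s kinetic read; Schedule: 17-24 h plating, Fluo-8 75 min 37 °C, 30 min RT; Read-out basis: % activation from peak over basal fluorescence ratio, DMSO-to-PEA scaled.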
# CHO-K1 Ca ag: M1 agonist counterscreen hit in parental CHO-K1 cells; Fluo-8 calcium fluorescence; scaled to maximal ATP response, vehicle zero; activation, % at 3 µM; 360,000 tested, 0.48% active; AID 602248; in the data active means activation above about 15%;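 further: untransfected CHO-K1 host cells lacking M1 receptor as counterscreen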
# V1R ag counter: activates human V1a receptor in oxytocin agonist counter-screen; P37288; CHO-V1R cells, Fluo-8 calcium fluorescence, agonist mode; 0% DMSO, 100% 3 nM vasopressin; activation, % at 3 µM; 320,000 tested, 0.25% active;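 active means activation above the mean activation of all tested compounds plus 3 SD, per screening run, cut at about 20% in these data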;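 further: signal is peak over basal fluorescence ratio across a 100 second FLIPR read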
# Target sequence (P37288 whole entry, looked up): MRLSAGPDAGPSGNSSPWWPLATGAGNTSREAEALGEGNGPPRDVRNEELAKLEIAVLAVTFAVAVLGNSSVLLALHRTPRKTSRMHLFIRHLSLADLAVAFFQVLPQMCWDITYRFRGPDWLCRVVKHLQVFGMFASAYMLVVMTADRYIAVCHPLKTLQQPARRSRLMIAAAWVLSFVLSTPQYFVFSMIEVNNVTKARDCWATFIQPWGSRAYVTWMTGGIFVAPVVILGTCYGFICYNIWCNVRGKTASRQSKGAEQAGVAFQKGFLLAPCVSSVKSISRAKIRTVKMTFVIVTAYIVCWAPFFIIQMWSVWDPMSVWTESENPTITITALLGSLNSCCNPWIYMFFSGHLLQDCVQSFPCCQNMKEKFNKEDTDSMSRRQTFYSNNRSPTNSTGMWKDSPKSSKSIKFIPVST
# * marks the source's active call; other numbers are inactive results; . = no result given.
SMILES,M1 PAM parental,CHO parental Ca,TAAR1 antagonist,OXTR potentiate,CHO-K1 Ca antag,CHRM1 agonist,TAAR1 ag,CHO-K1 Ca ag,V1R ag counter
CCC1Nc2ncnc(N3CCOCC3)c2N(Cc2ccc(C)cc2)C1=O (configuration not stated),14,-10,8,-9,-15,-4,13,0.9,0.8
O=S1(=O)C=C(Sc2nnc(-c3ccccc3)o2)c2ccccc21,5,17,.,0,-17,2,.,0.2,0.7
O=C(C[n+]1ccc(-c2nnc3n2CCCCC3)cc1)c1ccc(Cl)cc1,20,-12,-4,-4,-13,-5,1,0.3,-0.3
Cc1ccc(S(=O)(=O)C(NC(=O)c2ccccc2)=C(Cl)Cl)cc1,-8,-15,0,-8,-10,-4,9,-0.1,-1.0
O=C(NCc1cccs1)C(=O)NCC1OCCCN1S(=O)(=O)c1cccs1 (configuration not stated),0,-5,-14,-17,4,-5,10,0.1,0.1
Cc1nc(SCC(=O)Nc2nnc(C(C)C)s2)n[nH]1,8,7,-13,1,-11,-14,8,1.3,0.4
O=C1CCCCC(=O)[C@H](O)C[C@H](COCc2ccccc2)O1,-8,.,-3,.,1,.,0,-0.3,.
COc1ccc(CN(CCCN2CCOCC2)S(=O)(=O)N(C)C)cc1OC,4,-4,-3,-4,-15,6,2,-0.2,-0.2
O=C(Cn1cnc2ccccc2c1=O)Nc1ccc(S(=O)(=O)N2CCOCC2)cc1,1,6,-8,-17,3,-4,2,3.8,1.2
CCCOc1ccccc1OCC(=O)Nc1cccc(S(=O)(=O)NC2=NCCC2)c1,6,.,27,.,-2,-1,6,1.5,.
COc1cccc(-c2nc(CS(=O)CC(=O)NCc3ccc(F)cc3)c(C)o2)c1 (configuration not stated),-23,-14,-1,1,6,-2,4,0.6,1.7
O=c1cc(CSc2ccc(Cl)cc2)nc(N2CCCCC2)[nH]1,1,-13,-7,-1,-1,1,13,0.0,0.0
CCCC1(C(=O)OC)NC(c2ccc(OC)cc2OC)C2C(=O)N(c3cccc(C(C)=O)c3)C(=O)C21 (configuration not stated),14,-15,5,-14,-10,-1,7,1.8,-0.6
CCOC(=O)c1cccc(NC(=O)C2CCCN(S(=O)(=O)c3c(C)nn(C)c3C)C2)c1 (configuration not stated),19,-26,0,-7,-22,-7,0,4.7,2.3
COc1ccc(Cc2c(C(C)(C)C)nc3ccc(C)cn23)c(C)c1,18,.,-11,.,-21,-6,1,1.1,.
Cc1ccc(Cl)cc1N(Cc1ccc(C(=O)NCc2cccnc2)cc1)S(=O)(=O)c1ccccc1,-1,-16,11,-9,-4,-14,3,0.7,2.1
O=C(N/N=C/c1cccs1)c1cccc(NC(=O)c2ccccc2Cl)c1,6,-11,26,-4,-3,-2,11,4.5,0.5
O=C(OCc1cc2ccccc2[nH]c1=O)C1CCCO1 (configuration not stated),-7,-6,9,-1,23,-1,9,-0.1,0.8
Cc1ccc(-c2csc(C(C#N)=C3CCCC3)n2)cc1,8,-11,-7,3,-4,-3,8,0.3,-0.3
CCOC(=O)CNc1nnc(SCC(=O)OCC)[nH]c1=O,6,-7,-8,-4,-4,-2,12,-0.1,0.9
Cc1cccc(C(=O)Nc2cccc(C(=O)N/N=C/c3cccc(C)n3)c2)c1,1,-18,35,-3,-9,-5,7,3.6,-0.3
C/C(=N\OC(=O)C1CC1)C1CC1c1ccc(F)cc1 (configuration not stated),-6,-7,-7,-7,9,-8,11,-0.6,-0.1
CC(C)c1ccc(Nc2ncccc2C#N)cc1,1,-6,7,-8,8,-4,6,-0.4,-1.1
COCCn1c(N)c(N(Cc2ccccc2)C(=O)COc2ccccc2F)c(=O)[nH]c1=O,24,-5,-12,-1,-8,2,1,-0.2,0.3
COc1ccc(-c2c(C#N)c(N)nc3c2CCC3)cc1,12,7,23,-4,-10,-5,7,1.2,1.1
# The list goes on.
SMILES,M1 PAM parental,CHO parental Ca,TAAR1 antagonist,OXTR potentiate,CHO-K1 Ca antag,CHRM1 agonist,TAAR1 ag,CHO-K1 Ca ag,V1R ag counter
CCNC(=O)C1(C)CCCN(C(=O)c2ccc(F)c(C)c2)C1 (configuration not stated),-11,.,-14,.,8,-4,0,-0.3,.
Cc1sc(NC(=O)/C=C/c2ccco2)c(C(=O)OC(C)C)c1C,10,-15,-13,2,-4,-4,-1,0.3,0.7
COc1ccc2c(CC(=O)N3CCN(S(=O)(=O)c4cccs4)CC3)coc2c1,3,-11,-18,-18,5,-5,3,1.4,6.2
CCS(=O)(=O)n1nc(C(=O)N2CCOCC2)nc1N,17,0,5,-4,-1,-2,12,-0.2,-0.2
CC1(C)CC(=O)C2=C(C1)OC(N)=C([N+](=O)[O-])C2c1cccs1 (configuration not stated),24,-8,-9,3,-6,-5,1,0.2,0.4
Cn1cc(C(=O)NCC(=O)Nc2ccccc2Br)cn1,7,2,6,-5,-8,-1,1,-0.1,0.1
COc1ccc(C2CC(=O)c3c(C)nc(N4CCN(Cc5ccccc5)CC4)nc3C2)cc1OC (configuration not stated),17,-17,34,-7,-2,-4,4,0.9,-0.5
COc1ccc(NC(=O)C(NC(=O)c2ccc(=O)[nH]c2)c2ccc(C)cc2)cc1 (configuration not stated),9,0,22,-7,-12,-2,0,0.2,-0.9
Cc1cc(C)c(C(=O)O)c(CC(C)(C)C(=O)O)c1,15,-16,-2,-11,4,2,9,0.1,5.4
Cc1ccc(Nc2nc(N/N=C\c3ccc4c(c3)OCO4)nc(N3CCOCC3)n2)cc1,-10,-21,23,-3,4,-5,2,-0.7,-0.9
O=S(=O)(N/N=C/c1ccccc1F)c1ccccc1,15,-18,1,-3,-6,-8,2,0.5,0.9
CCOc1ccc(CN2C(=O)c3ccccc3C2C(=O)NCc2cccnc2)cc1 (configuration not stated),11,-18,4,-5,-7,-7,7,0.9,-0.4
O=C(NC(NC(=S)Nc1ccccc1C(=O)O)C(Cl)(Cl)Cl)c1ccccc1 (configuration not stated),21,-2,.,-1,-6,-6,.,-0.2,-1.0
Cc1noc(C)c1S(=O)(=O)N(C)C[C@@H]1OCc2cnnn2CCCC(=O)N([C@@H](C)CO)C[C@H]1C,11,.,-5,.,-3,-6,1,0.1,.
Cc1ccc(NC(=O)C(=O)NNC(=O)c2cccs2)cc1,-1,-4,2,2,-7,-2,7,0.7,1.0
CCc1ccc(NC(=O)CCS(=O)(=O)c2ccc3c(c2)CCN3C(C)=O)cc1,33,-13,-8,-17,-20,-2,1,5.4,1.1
Oc1ccc(C[C@H]2CNC(=S)N2CCc2cc(C(F)(F)F)cc(C(F)(F)F)c2)cc1,-20,-3,4,-6,4,-4,2,-0.3,0.1
Cc1ccccc1N1CCN(C2CCCN(C(=O)CCN3CCCO3)C2)CC1 (configuration not stated),9,-14,-29,-10,-17,-6,2,1.1,-0.6
CC1(C(=O)NCc2cccc3ccccc23)CCN1Cc1cc2ccccc2o1 (configuration not stated),12,.,15,.,-7,-4,-1,0.2,.
CCn1cc(C(=O)NCCC(C)C)c(=O)c2cc(F)c(N3CCN(C(=O)c4ccco4)CC3)cc21,12,-12,-20,-7,-1,-1,3,1.2,1.7
Cc1nn(Cc2ccc(F)cc2)c2sc(C(=O)Nc3nccs3)cc12,0,-18,18,-2,-11,-1,9,1.1,0.7
Cc1[nH]c(=O)[nH]c(=O)c1Sc1ccccc1[N+](=O)[O-],5,-4,-22,-7,-15,0,3,0.3,1.4
O=C(O)CC1(CC(=O)NCc2ccc(-c3cccs3)cc2)CCCCC1,14,-2,9,6,-6,-1,4,0.7,1.2
CSc1nsc(SC)c1C(=O)N1CCN(S(=O)(=O)c2ccc(C)cc2)C1C (configuration not stated),6,-33,47,-7,-2,0,9,2.6,-0.7
O=C1Nc2ccccc2C(O)(C(=O)NCc2ccc3c(c2)OCO3)N1c1ccc(Cl)c(Cl)c1 (configuration not stated),13,-4,0,-10,-2,0,0,0.5,-0.9

# Reprinted from the part before: four entries; new compounds follow.
SMILES,M1 PAM parental,CHO parental Ca,TAAR1 antagonist,OXTR potentiate,CHO-K1 Ca antag,CHRM1 agonist,TAAR1 ag,CHO-K1 Ca ag,V1R ag counter
Cc1[nH]c(=O)[nH]c(=O)c1Sc1ccccc1[N+](=O)[O-],5,-4,-22,-7,-15,0,3,0.3,1.4
O=C(O)CC1(CC(=O)NCc2ccc(-c3cccs3)cc2)CCCCC1,14,-2,9,6,-6,-1,4,0.7,1.2
CSc1nsc(SC)c1C(=O)N1CCN(S(=O)(=O)c2ccc(C)cc2)C1C (configuration not stated),6,-33,47,-7,-2,0,9,2.6,-0.7
O=C1Nc2ccccc2C(O)(C(=O)NCc2ccc3c(c2)OCO3)N1c1ccc(Cl)c(Cl)c1 (configuration not stated),13,-4,0,-10,-2,0,0,0.5,-0.9
Cc1ccc(C)c(S(=O)(=O)N2CCN(CC(=O)N3CCc4ccccc4C3)CC2)c1,-1,-21,-4,-2,-10,-3,3,0.9,2.5
CN1C(=O)CC(P(=O)(c2ccccc2)c2ccccc2)N(C)C1=O (configuration not stated),11,-4,5,3,-11,-1,11,0.5,0.4
O=C1C(=O)N(CC2CCCO2)C(c2ccccc2[N+](=O)[O-])/C1=C(/O)c1ccccc1 (configuration not stated),26,-7,-11,-9,-14,-1,6,0.5,0.0
CN1C[C@@H]2[C@@H]3C(=O)N(Cc4ccccc4)C(=O)[C@@H]3[C@](Cc3ccccc3)(C1=O)N2C(=O)c1ccc(F)cc1,27,.,13,.,-11,-9,0,0.6,.
O=C1CC2(CCN(C(=O)c3ccc(Cl)cc3)CC2)Oc2ccccc21,-5,-21,-20,2,10,-2,0,3.4,0.9
COc1cc2c(cc1OC)NC(=O)C2,19,.,-6,.,-15,-1,3,1.5,.
CC1CN(C2=N/C(=C/c3ccc4c(c3)OCO4)C(=O)N2)CC(C)O1 (configuration not stated),12,-2,-12,-5,-3,-3,1,7.5,0.3
O=S(=O)(/C(=C/c1ccc(C(F)(F)F)cc1)c1nc2ccccc2[nH]1)c1ccccc1,22,6,2,0,-2,-6,0,1.4,-1.2
COc1ccc(NC(=S)NNC(=S)Nc2cccc(C(F)(F)F)c2)cc1,-16,-29,8,-7,11,-3,0,0.1,-0.2
COc1ccc([C@@H]2CC=C(C(=O)O)CN2S(=O)(=O)c2ccc(C)cc2)cc1OC,13,-3,-13,-10,-4,-7,1,0.2,1.1
CC1(C(=O)NS(=O)(=O)c2cccs2)CCN1C(=O)C1(c2ccccc2)CCCC1 (configuration not stated),7,.,12,.,-9,-1,11,-0.2,.
Fc1ccc(NC(=S)N2CCc3ccccc32)cc1,25,.,-13,.,-4,-4,3,0.9,.
